# Chronic BCR inh: inhibitors of chronic active B-cell receptor signaling. ABC-DLBCL IkBa-CBG/CBR reporter, luminescence ratio, 4 h. Potency, µM (titrated, usually from 46.1 µM), without a hit: at the top dose ratio change, negative = lower green/red ratio, usual class: inhibitors. actives 0.05% (n = 340,000). AID 493014; active = well fitted inhibition curve with a large enough effect in the signal ratio, with a control signal flat, not every such curve was filed as active; inconclusive = small, poorly fitted or top-dose-only effect, or effect the other way, or a change in a side signal; the % refers to the signal ratio;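 note: potency is the fitted concentration of half-maximal effect; plate controls were basal doxycycline-induced cells for no effect and cells given 10 µM MG132 for full effect; MG132 reads +100%, hits lower the ratio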
#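 Compounds up to 46 uM were incubated four hours with TMD8 cells whose green CBG68 luciferase is fused to IkappaBalpha; red CBR luminescence normalised the signal, and concentration-effect curves were fitted to fusion, red and ratio data.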
# TSHR antagonist: antagonists of human thyroid stimulating hormone receptor; P16473; TSHR-expressing cells, TSH-stimulated cAMP HTRF, 2 h; hits give low values; activity change, negative = inhibition, % at 11.5 µM; actives 0.2% (n = 330,000); AID 504810;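 active = activity change below a set negative limit, meaning inhibition stronger than a set level, cut at about -70% in these data; inconclusive = activity change between two set negative limits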; note: % is set by controls: 0 for no effect and ±100 for the full control effect
#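 Cell-based HTRF cAMP assay; TSHR cells + compound, TSH EC80 (4nM final), 2 h, 37 deg C. Lysis with anti-cAMP cryptate and cAMP-d2, 30 min RT, read 665/620 nm.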
# Giardia kill: kills Giardia lamblia; Giardia lamblia trophozoite viability; activity change, % at 7.66 µM, hits read low; actives 0.15% (n = 340,000); in the data active = activity change below about -80%; inconclusive = between about -30% and that limit;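 note: parasites exposed to compound for two days anaerobically before the ATP read; % is set by controls: 0 for no effect and ±100 for the full control effect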
#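 Compounds were tested on trophozoites seeded at 100 cells/well and held 48 hrs at 37 deg C anaerobically. An ATP-based luminescent kit measured the remaining live cells.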
# KCNH2 WT inh: inhibitors of human wildtype KCNH2 potassium channel; Q12809; U2OS, BacMam KCNH2, thallium flux FluxOr; hits give low values; activity change, % at 1.84 µM; actives 0.37% (n = 340,000);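 active = maximum activity change below -70%; inconclusive = maximum activity change between -70% and -50%; inactive = maximum activity change above -50%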; note: % is set by controls: 0 for no effect and ±100 for the full control effect
# Target sequence (Q12809 whole entry, looked up): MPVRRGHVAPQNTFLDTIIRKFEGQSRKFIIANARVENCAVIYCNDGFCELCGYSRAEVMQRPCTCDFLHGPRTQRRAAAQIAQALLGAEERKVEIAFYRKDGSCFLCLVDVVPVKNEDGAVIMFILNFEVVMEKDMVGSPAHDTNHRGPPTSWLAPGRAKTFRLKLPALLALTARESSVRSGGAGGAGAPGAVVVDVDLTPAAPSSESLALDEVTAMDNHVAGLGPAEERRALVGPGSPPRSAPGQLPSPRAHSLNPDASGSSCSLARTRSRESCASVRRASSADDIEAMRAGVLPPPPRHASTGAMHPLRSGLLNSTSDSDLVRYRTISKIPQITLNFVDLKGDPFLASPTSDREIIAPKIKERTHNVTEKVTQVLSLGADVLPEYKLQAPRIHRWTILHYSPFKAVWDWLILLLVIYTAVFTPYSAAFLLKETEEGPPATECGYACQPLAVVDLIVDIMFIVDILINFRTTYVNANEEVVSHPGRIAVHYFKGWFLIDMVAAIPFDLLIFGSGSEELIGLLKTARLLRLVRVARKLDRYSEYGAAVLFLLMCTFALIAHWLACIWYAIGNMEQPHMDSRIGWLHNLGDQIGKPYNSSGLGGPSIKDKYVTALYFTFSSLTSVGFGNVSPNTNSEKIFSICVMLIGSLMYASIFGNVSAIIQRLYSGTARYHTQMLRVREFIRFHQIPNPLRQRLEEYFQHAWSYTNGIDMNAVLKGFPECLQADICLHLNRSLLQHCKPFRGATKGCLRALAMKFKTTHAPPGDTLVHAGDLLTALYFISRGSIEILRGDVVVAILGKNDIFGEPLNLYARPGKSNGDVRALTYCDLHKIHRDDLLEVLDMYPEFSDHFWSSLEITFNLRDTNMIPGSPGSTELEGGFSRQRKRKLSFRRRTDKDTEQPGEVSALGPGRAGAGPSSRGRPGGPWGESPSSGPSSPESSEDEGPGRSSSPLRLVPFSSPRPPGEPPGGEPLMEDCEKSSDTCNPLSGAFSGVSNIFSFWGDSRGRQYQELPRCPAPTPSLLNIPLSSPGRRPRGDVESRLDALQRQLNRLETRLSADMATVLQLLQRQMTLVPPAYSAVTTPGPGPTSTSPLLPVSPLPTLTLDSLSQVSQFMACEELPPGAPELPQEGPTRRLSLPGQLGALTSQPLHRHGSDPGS
#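 U2OS cells transduced with wild-type KCNH2 virus are loaded with FluxOr dye for 45 min, and thallium flux is measured in kinetic reads before and after stimulation buffer. Rate constants are normalized to DMSO controls.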
# Tb PFK inh: inhibitors of T. brucei phosphofructokinase | T. brucei PFK, ADP-Glo luminescence | Potency, µM (highest dose often 57.5 µM), inactives show at the highest dose activity, negative = inhibition, usual class: inhibitors | actives 0.17% (n = 330,000) | O15648;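 note: potency is the fitted concentration of half-maximal effect; 0% = uninhibited 1x PFK enzyme wells and -100% = no-enzyme wells; nearly all actives have a fitted effect of over 60% in size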
#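 1.25 nM PFK with 0.5 mM F6P and 0.1 mM ATP in 0.1 M TEA pH 8.0, 5 mM MgCl2, incubated 45 min at room temperature; ADP measured by ADP-Glo luminescence; compounds titrated up to 57 uM.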
# Coupling enz: coupling enzyme interference in Giardia aldolase counter-screen; coupling enzyme system counterscreen, AmpLite Red fluorescence; activity change, negative = inhibition, % at 58.2 µM, hits read low; actives 0.67% (n = 290,000); AID 2472; in the data active = activity change below about -30%; note: % is set by controls: 0 for no effect and ±100 for the full control effect
#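 First, compound is pin-transferred into glyceraldehyde-3-phosphate coupling-enzyme reagent at 57.5 uM final and held 10 min at RT. Next, substrate, coupling system and AmpLite Red are added. After 20 min RT, fluorescence (525/598 nm) is read.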
# A-T KAP1 phos: potential ataxia-telangiectasia treatments restoring KAP-1 phosphorylation. Potency, µM (series often up to 57.5 µM), for inactives: at the highest dose activation, hits mostly activators. […] A-T fibroblasts, KAP-1 phosphorylation AlphaLISA; neocarzinostatin DNA damage 30 min before lysis. actives 0.19% (n = 320,000). AID 485349; note: potency is the fitted concentration of half-maximal effect; % of control where 0% means no effect; nearly all actives have a fitted effect of over 45% in size
#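 hTERT-immortalized A-T patient fibroblasts ([…]), 500 cells/well in OPTI-MEM, 1% FBS, got compounds for 60 min, then NCS for 30 min at 37C. Lysates were then assayed for phospho-KAP-1 by AlphaLISA (anti-pKAP1 donor, anti-KAP1 acceptor beads), 6 hr at 25C.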
# GALK inh: inhibitors of human galactokinase; AID 1868; actives 0.007% (n = 270,000); Purified GALK, Kinase-Glo residual ATP luminescence; Potency, µM (series often up to 57.5 µM), for the others: top-dose activity change, negative = inhibition, hits mostly inhibitors; P51570; note: potency is the fitted concentration of half-maximal effect; % is set by controls: 0 for no effect and ±100 for the full control effect
#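 Luminescence from leftover ATP (Ultra-Glo luciferase/luciferin) served as read-out after a 1 h room-temperature reaction of 5 nM GALK with 35 uM ATP and 100 uM galactose.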
# CXXC DNA block: MLL CXXC-DNA interaction inhibition; Q03164; MLL-CXXC / FITC-HOXA9 DNA fluorescence polarization; Potency, µM (top dose mostly 115 µM), for the others: at the highest dose activity change, negative = inhibition, hits mostly inhibitors; actives 0.037% (n = 290,000); AID 2662; active = well fitted inhibition curve with a large enough effect in the polarisation, with a control signal flat, not every such curve was filed as active; inconclusive = small, poorly fitted or top-dose-only effect, or effect the other way, or a change in a side signal; inactive = no such curve, though single readings can be large or run the other way; the % refers to the polarisation; note: potency is the fitted concentration of half-maximal effect
#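 Fluorescence polarization: 7 uM MLL-CXXC (stock) preincubated 5 min with compounds, then 50 nM fluorescein-HOX-A9 DNA (stock) added; 30 min ambient. Buffer 50 mM Tris-HCl pH 7.5, 50 mM NaCl, 1 mM DTT, 0.05% BSA.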
# TCR activator: T cell receptor activation; primary human leukocytes, anti-CD3, IL-2 HTRF, 48 h; Potency, µM (series often up to 9.22 µM), for inactives: at the highest dose activation of IL-2 secretion, usual class: activators; 330,000 tested, under 10 active; note: % of control where 0% means no effect
#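 IL-2 produced over 48 hr by a-CD3 bead-stimulated primary human leukocytes exposed to compounds was detected with a homogeneous time-resolved FRET immunoassay, 665nm acceptor signal after 320nm excitation.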
# The depositor's hits bear a star; ? = inconclusive; . = not tested or not shown; [ ] = dose if it differs, or a comment. Unless noted, calls come from the whole dose curve; as a rule, active = well fitted curve in the direction sought with a large enough effect; inconclusive = small, poorly fitted or top-dose-only effect, or another doubt; inactive = no such curve, though single readings can be large; an effect the other way counts as inactive or inconclusive.
SMILES,Chronic BCR inh,TSHR antagonist,Giardia kill,KCNH2 WT inh,Tb PFK inh,Coupling enz,A-T KAP1 phos,GALK inh,CXXC DNA block,TCR activator
CC(C)CCNC(=O)COC(=O)/C=C/c1ccc2ccccc2n1,0%,29,18,-4,0%,2,22%,1%,-3%,1%
CC1CCCN(C(=O)C2CC(=O)N(c3ccc(Cl)cc3)C2)C1 (stereo not drawn),16%,7,-9,5,0%,3,-6%,1%,-5%,10%
Cc1cc(C)n(S(=O)(=O)c2cc(C(=O)O)c(Cl)cc2Cl)n1,?,-1,0,-14,3%,0,-16%,-4%,1%,.
COc1ccc(C(=O)Nc2ccc(Oc3ncnc4sc(-c5ccccc5)cc34)cc2)cc1OC,-1%,18,-8,-5,10%,3,1%,3%,5%,11%[46.1 µM]
CN(C)S(=O)(=O)c1cccc(C(=O)OCC(=O)c2ccc3c(c2)NC(=O)CO3)c1,?,54,-17,16,0%,0,25%,-6%,-3%,3%
CCc1ccc(NC(=O)N(CCCN2CCOCC2)C(C)c2cc3cccc(OC)c3o2)cc1 (stereo not drawn),4%,-9,-2,15,-2%,0,.,-2%,7%,2%
COc1cccc(NC(=O)CN2C(=O)COc3ccc(S(=O)(=O)N4CCC(C)CC4)cc32)c1,?,12,-14,6,-1%,.,-7%,5%,-5%,-3%
CNC(=O)C1CC(=O)N/C(=N/N=C(\C)c2cccs2)S1 (stereo not drawn),-1%,0,-1,-3,4%,-1,9%,0%,0%,.
Cc1ccc2c(cnn2C(=O)CCCC(=O)NCc2cccc(F)c2)c1,9%,-3,-14,9,3%,0,3%,.,.,-3%
COc1ccc(NC(=O)N(C)C[C@H]2Oc3ccc(NC(=O)Nc4ccc(C(F)(F)F)cc4)cc3C(=O)N([C@H](C)CO)C[C@@H]2C)cc1,-3%,0,2,-9,10%,.,7%,.,.,13%
COC(=O)Cc1c(O)ccn(Cc2ccc(Cl)c(Cl)c2)c1=O,0%,-6,-22,-10,-14%,-1,-1%,1%,5%,-1%
O=C(NCc1cccc(C(F)(F)F)c1)C1CCCN(c2ncccn2)C1 (stereo not drawn),7%,-3,-6,5,4%,-11,5%,3%,-3%,1%
Cc1cccc(-c2cc(C(=O)N3CCCc4ccccc43)c3ccccc3n2)c1,26%,106,3,-19,0%,3,4%,-5%,12%,0%[46.1 µM]
Cc1c(C)n(C)c2ccc(C(=O)NCCN3CCOCC3)cc12,?,-4,-3,-7,-1%,-4,-3%,8%,20%,1%
CN1CCN(c2ncnc3c2[nH]c2ccc(F)cc23)CC1,?,0,9,-3,-1%,-1,-1%,-2%,0%,-6%
CN(C)S(=O)(=O)c1ccc(N2CCN(S(=O)(=O)c3ccc(F)cc3)CC2)c(Cl)c1,0%,-47,6,8,2%,0,11%,2%,5%,1%
Cc1cc(C)c(S(=O)(=O)NCCn2ccc3ccccc32)c(C)c1,4%,4,-24,-4,0%,-4,-1%,-1%,7%,3%
COc1ccc(S(=O)(=O)NCc2csc(C)n2)cc1,-2%,8,8,2,1%,0,-3%,-1%,-9%,4%
Cc1ccc(S(=O)(=O)N2CCOCC2)cc1C(=O)NC(=S)N1CC(C)OC(C)C1 (stereo not drawn),0%,2,5,7,2%,7,5%,3%,0%,-4%
CCCCOC(=O)C(C#N)c1nc2ccccc2nc1N1CCN(Cc2ccc3c(c2)OCO3)CC1 (stereo not drawn),-2%,1,20,?,4%,0,4%,6%,-9%,2%
O=C(NC(=S)N(CCO)Cc1ccccc1)c1cc(Br)ccc1Cl,?,-2,47[activator],5,2%,2,-2%,0%,-10%,-6%
COC(=O)c1c(C)nn(-c2ccc(F)c(Cl)c2)c1-c1cc(C)on1,0%,-8,-13,-7,0%,6,8%,-2%,-3%,0%
Cc1ccccc1-c1nnc(Cc2ccccc2)o1,1%,0,-8,-5,2%,2,3%,6%,3%,1%[46.1 µM]
CCN(C[C@H]1N[C@@](CC)(C(=O)OC)[C@H]2C(=O)N(C)C(=O)[C@@H]12)S(=O)(=O)c1ccc(F)cc1,1%,-8,4,3,2%,.,2%,.,.,-3%
CC(CCc1ccccc1)OS(N)(=O)=O (stereo not drawn),?,1,-7,-5,1%,2,3%,.,-3%,-5%
CCN(C(=O)COC(=O)c1cnc(C)cn1)C1CCS(=O)(=O)C1 (stereo not drawn),10%,2,-1,11,-2%,.,0%,.,.,-2%
O=C(O)/C=C/C(=O)Nc1ccccc1SC(F)(F)C(F)(F)C(F)(F)F,?,-4,-1,-8,-4%,4,-5%,-5%,3%,-4%
CCCCN(C(=O)c1oc2ccc(OCC)cc2c1C)c1c(N)n(CCCC)c(=O)[nH]c1=O,?,12,-5,-3,-1%,.,-6%,.,.,2%
CCOC(=O)CNc1c(-c2ccccc2)nc2ccc(Cl)cn12,?,-22,-14,3,-9%,.,2%,2%,1%,-7%
CSCC[C@H](NC(=O)N1CCn2c1nc1ccccc12)C(=O)NCc1ccccc1,4%,-4,10,4,-1%,0,-13%,14%,19%,7%
CCn1nc(C)cc1C(=O)n1nc(C)c(Sc2ncccn2)c1C,-2%,-4,3,-8,-3%,0,2%,1%,3%,5%
Cc1ccnc2nc(C(=O)Nc3nccs3)nn12,7%,10,12,15,4%,1,6%,-1%,-6%,9%
Cc1csc(SCC(=O)N2CCCC2)n1,?,9,-17,-1,-1%,2,4%,2%,12%,-2%
CCN(CC(=O)Nc1ccc(OC)cc1)C(=O)CCS(=O)(=O)c1ccc(C)cc1,-1%,-1,-7,-8,-13%,0,1%,-1%,?,4%
CC1CCCN(CC(=O)Nc2cccc([N+](=O)[O-])c2)C1 (stereo not drawn),6%,13,-5,1,-1%,3,-4%,0%,10%,-1%[46.1 µM]
COc1cc2c(cc1OC)C(c1ccc(Cl)cc1)CC(=O)N2 (stereo not drawn),-21%,-4,-12,-14,-2%,3,2%,7%,-3%,1%

# Entries listed so far that contain an NH in an aromatic ring, in the order listed:
SMILES,Chronic BCR inh,TSHR antagonist,Giardia kill,KCNH2 WT inh,Tb PFK inh,Coupling enz,A-T KAP1 phos,GALK inh,CXXC DNA block,TCR activator
CN1CCN(c2ncnc3c2[nH]c2ccc(F)cc23)CC1,?,0,9,-3,-1%,-1,-1%,-2%,0%,-6%
CCCCN(C(=O)c1oc2ccc(OCC)cc2c1C)c1c(N)n(CCCC)c(=O)[nH]c1=O,?,12,-5,-3,-1%,.,-6%,.,.,2%

# Returning to the listing, repeating the two entries before the break.
SMILES,Chronic BCR inh,TSHR antagonist,Giardia kill,KCNH2 WT inh,Tb PFK inh,Coupling enz,A-T KAP1 phos,GALK inh,CXXC DNA block,TCR activator
CC1CCCN(CC(=O)Nc2cccc([N+](=O)[O-])c2)C1 (stereo not drawn),6%,13,-5,1,-1%,3,-4%,0%,10%,-1%[46.1 µM]
COc1cc2c(cc1OC)C(c1ccc(Cl)cc1)CC(=O)N2 (stereo not drawn),-21%,-4,-12,-14,-2%,3,2%,7%,-3%,1%
CSC(=Nc1ccccc1)C1=C(O)COC1=O,-7%,-2,-7,3,4%,-2,-5%,-3%,14%,2%[46.1 µM]
CC(=O)OC(C)=O,0%,-6,-21,1,0%,.,1%,.,.,3%
Cc1ccccc1C(C(=O)NC1CCCCC1)N(C(=O)CNC(=O)c1ccco1)c1cccnc1 (stereo not drawn),12%,-3,-12,2,-1%,2,6%,-2%,5%,-4%
CCc1nn(CCCC(=O)NCc2ccccc2Br)c(=O)c2cc3occc3n12,3%,1,-28,0,-4%,5,-9%,-1%,2%,9%
CCN(C(=O)c1cc2c(C)nc3ccccc3c2o1)c1cc(Cl)ccc1OC,?,-11,-14,2,-7%,1,11%,.,-14%,1%
O=C1CCCN1c1ccc(S(=O)(=O)NCCc2ccc(Cl)cc2)cc1,0%,3,-8,10,-4%,1,11%,-1%,3%,10%
O=[N+]([O-])c1ccccc1OCCCOc1cccc2cccnc12,?,-3,2,1,-3%,-10,-13%,4%,-2%,2%
CN(Cc1ccsc1)C(=O)Cn1cc(Br)ccc1=O,4%,9,7,9,-10%,3,.,13%,25%,-1%

# By substructure: the entries above with a thiophene ring, fused or not (3)
SMILES,Chronic BCR inh,TSHR antagonist,Giardia kill,KCNH2 WT inh,Tb PFK inh,Coupling enz,A-T KAP1 phos,GALK inh,CXXC DNA block,TCR activator
COc1ccc(C(=O)Nc2ccc(Oc3ncnc4sc(-c5ccccc5)cc34)cc2)cc1OC,-1%,18,-8,-5,10%,3,1%,3%,5%,11%[46.1 µM]
CNC(=O)C1CC(=O)N/C(=N/N=C(\C)c2cccs2)S1 (stereo not drawn),-1%,0,-1,-3,4%,-1,9%,0%,0%,.
CN(Cc1ccsc1)C(=O)Cn1cc(Br)ccc1=O,4%,9,7,9,-10%,3,.,13%,25%,-1%

# Assay outcomes: PubChem BioAssay, National Center for Advancing Translational Sciences (NCATS)
